Screening data as filed in PubChem.
PfHsp90 set2: reduces growth (ATP signal) of yeast expressing P. falciparum Hsp90; S. cerevisiae expressing PfHsp90, BacTiter-Glo ATP, 48 h; yeast lacking PDR1 and PDR3 efflux regulators; hit rate 0.32% among 310,000; inhibition, % at 9.4 µM; AID 504621;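 active = every replicate shows inhibition above about 80%, whatever the replicate mean, limit read from the data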;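 also: 0% = DMSO neutral controls and 100% = 20 µM radicicol positive controls; yeast relying on Plasmodium falciparum Hsp90 in place of its own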
NSD2 HMT inh: blocks human histone methyltransferase NSD2; inhibition, % at 12.5 µM; hit rate 0.54% among 310,000; AID 743445; NSD2 peptide methylation, AlphaScreen, 120 min; O96028; in the data active = inhibition above about 50%
SR-BI DiI-HDL act: SR-BI HDL lipid transfer activation | CHO ldlA[mSR-BI] cells, DiI-HDL uptake fluorescence, 3 h; 100 = double the neutral-control signal | activation, % at 12.5 µM | hit rate 0.096% among 320,000 | AID 504775;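 active = mean replicate activation of at least 60% and every replicate at or above 60%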;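 also: 0% = median plate neutral-control signal and 100% = twice that signal; values of inactives mirror those of a sister screen read the other way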
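Test system: SR-BI-overexpressing, LDLR-lacking CHO cells; Medium: Ham's F12 with 0.5% BSA, HEPES 25 mM, pH 7.4; Schedule: 3 h, 37 °C; Technique: bottom-read fluorescence, 550/595 nm.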
SR-BI HDL uptake: mouse SR-BI HDL lipid transfer inhibition. ldlA[mSR-BI] CHO cells, DiI-HDL uptake fluorescence, 3 h. inhibition, % at 12.5 µM. hit rate 0.96% among 320,000;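 active = mean replicate inhibition of at least 70% and a set share of replicates each scoring 70 or more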;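 also: 0% = median of neutral control wells and 100% = median of positive control wells; values of inactives mirror those of a sister screen read the other way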
Target sequence (Q61009 whole entry, looked up): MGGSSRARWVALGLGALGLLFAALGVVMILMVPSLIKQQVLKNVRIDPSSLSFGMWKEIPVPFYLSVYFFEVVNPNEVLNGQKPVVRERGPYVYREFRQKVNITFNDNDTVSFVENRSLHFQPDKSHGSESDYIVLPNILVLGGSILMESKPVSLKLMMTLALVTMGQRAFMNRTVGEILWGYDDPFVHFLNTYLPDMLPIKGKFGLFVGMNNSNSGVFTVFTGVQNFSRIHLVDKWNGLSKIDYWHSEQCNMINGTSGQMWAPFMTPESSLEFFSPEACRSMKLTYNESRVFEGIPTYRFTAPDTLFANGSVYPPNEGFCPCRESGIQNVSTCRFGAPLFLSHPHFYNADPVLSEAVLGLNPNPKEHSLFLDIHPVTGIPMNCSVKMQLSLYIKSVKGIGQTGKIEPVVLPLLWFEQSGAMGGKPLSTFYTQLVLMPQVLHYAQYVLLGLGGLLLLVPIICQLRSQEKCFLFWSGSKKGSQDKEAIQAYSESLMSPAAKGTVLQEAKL
MITF TRPM1 HTS: increases MITF-driven TRPM1 promoter luciferase signal. hit rate 0.75% among 300,000. AID 588334. activation, % at 12.5 µM. SK-MEL-5 TRPM1-promoter luciferase, 24 h; % of positive control, neutral wells = 0;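 active = mean activation of at least 80% with every replicate also reaching 80%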;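 also: 0% = neutral control wells and 100% = parthenolide positive control wells; values of inactives mirror those of a sister screen read the other way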
PvdQ acylase: blocks Pseudomonas aeruginosa PvdQ acylase activity; AID 488965; inhibition, % at 10 µM; hit rate 0.063% among 340,000; purified PvdQ acylase, fluorescence plate reader; in the data active = inhibition above about 30%, passing the limit was not always enough;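 also: 0% = vehicle neutral wells and 100% = reference inhibitor wells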
CAL PDZ FP-1: inhibitors of human CAL PDZ peptide binding; Q9HD26; purified CAL PDZ, TMR-peptide fluorescence polarization, 1 h; inhibition, % at 24.9 µM; hit rate 0.92% among 300,000; AID 602252;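 active = mean inhibition of at least 30% with at least half of replicates also reaching 30%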;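 also: 0% = DMSO neutral control and 100% = excess unlabeled competitor peptide PRC23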
Rtt109 Vps75: inhibitors of Candida albicans Rtt109/Vps75 histone acetyltransferase; hit rate 0.16% among 330,000; purified Rtt109/Vps75, ThioGlo CoA-SH fluorescence, 4 h; inhibition, % at 34.9 µM;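 active = inhibition of at least 50% in every replicate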
Target sequence (Q5AAJ8 whole entry, looked up): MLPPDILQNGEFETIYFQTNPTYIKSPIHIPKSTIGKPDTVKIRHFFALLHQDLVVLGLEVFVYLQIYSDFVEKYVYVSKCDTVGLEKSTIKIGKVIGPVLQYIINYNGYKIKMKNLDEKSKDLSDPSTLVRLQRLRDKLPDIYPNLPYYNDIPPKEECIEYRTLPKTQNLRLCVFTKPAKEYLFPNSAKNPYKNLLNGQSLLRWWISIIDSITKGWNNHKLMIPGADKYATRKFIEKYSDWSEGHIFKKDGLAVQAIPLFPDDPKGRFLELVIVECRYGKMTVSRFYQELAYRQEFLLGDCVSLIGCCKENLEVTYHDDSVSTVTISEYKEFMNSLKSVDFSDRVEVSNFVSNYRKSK
CAL PDZ FP-2: blocks peptide binding to human CAL PDZ domain; Q9HD26; purified CAL PDZ, TMR-peptide fluorescence polarization, 1 h; inhibition, % at 20 µM; hit rate 0.02% among 330,000; AID 504414;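 active = highest replicate inhibition of at least 40%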;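 also: plate controls were DMSO neutral control wells for no effect and unlabeled competitor peptide control wells for full effect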
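Test system: tagged CAL PDZ domain / Buffer or medium: sodium phosphate/NaCl buffer pH 7.4 with TCEP, IgG, Thesit / Reagent: TMR-labelled reporter peptide T*-PRC34 bound in PDZ groove / Compound dosing: single point, 20 µM / Schedule: 1 h incubation at room temperature before polarization reading / Technique: fluorescence polarization (mP) / Benchmarks: unlabelled peptide, DMSO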
dFosB act: activators of mouse delta FosB homodimer | hit rate 0.99% among 340,000 | purified delta FosB, TAMRA-CDK5 oligo fluorescence polarization; percent of positive-control signal above neutral wells | activation, % at 25 µM | AID 493131 | P13346;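 active = mean activation above about 17%, with every replicate also reaching it, limit read from the data, passing the limit was not always enough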;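 also: fluorescence polarization rise as delta FosB binds a TAMRA Cdk5 AP-1 oligo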
Numbers without * were called inactive; . = not tested or not shown.

SMILES	PfHsp90 set2	NSD2 HMT inh	SR-BI DiI-HDL act	SR-BI HDL uptake	MITF TRPM1 HTS	PvdQ acylase	CAL PDZ FP-1	Rtt109 Vps75	CAL PDZ FP-2	dFosB act
CCCC(=O)Oc1cccc(C2NC(=O)c3ccccc3O2)c1 (configuration not stated)	2	-2	0	0	-2	-7	-6	-8	.	-5
CCc1ccc2c(CN3CCc4ccccc43)cc(=O)oc2c1	-14	-1	-21	21	-6	-13	2	4	-1.1	-6
Cc1ccc(NCc2nnc(SCC(=O)NNC(=O)Cc3ccccc3)n2C)cc1	20	1	17	-17	2	-19	-8	-2	-1.7	-9
Cc1ccc(C2C(N)C(=O)N2c2ccc(C)cc2)cc1 (configuration not stated)	-2	3	9	-9	-8	-15	-4	7	-0.3	-8
CCOc1cccc(CNCCSc2nnnn2C)c1	0	0	6	-6	-9	-8	-3	-1	0.1	-5
CCOC(=O)c1sc(C)c(C(=O)NCC(C)(C)CN(C)C)c1N	16	25	2	-2	.	-5	.	7	1.1	-5
COc1ccc(S(=O)(=O)N2CCCCC2)cc1C(=O)Nc1cc(C)on1	1	.	2	-2	0	-8	0	-4	-2.4	-12
COc1ccc2cnn(-c3ccc(OC(F)(F)F)cc3)c(=O)c2c1OC	7	-1	12	-12	.	4	-5	3	-0.3	-1
COc1ccc(N=Nc2c(C)[nH]c3ccccc23)cc1	-6	10	-88	88*	22	5	-2	3	1.8	-10
COC(=O)c1sccc1NC(=O)CSc1nnnn1-c1ccccc1F	9	25	-6	6	0	-5	-1	-2	-1.4	-8
CC(C)(C)c1ccc(C2(C)NC(=O)NC2=O)cc1 (configuration not stated)	19	-4	17	-17	17	-7	-3	-6	-4.1	2
CC1CCc2sc(-c3n[nH]c(=S)o3)cc2C1 (configuration not stated)	-63	1	15	-15	5	-11	-1	3	-3.2	1
CCCCOC(=O)Nc1nnc(/C=C/c2ccc(OC)cc2)s1	-2	-1	-17	17	-1	-2	-4	2	-2.0	-9
CC(C)NC(=O)N(C)C[C@@H]1Oc2c(NC(=O)C3CCOCC3)cccc2C(=O)N([C@@H](C)CO)C[C@H]1C	-14	.	0	0	-11	0	-2	2	-0.3	3
CN1CCCC1CCNC1C2CC3CC(C2)CC1C3 (configuration not stated)	-1	2	25	-25	23	8	.	6	-2.1	6
CC(Sc1nnc(COc2ccc([N+](=O)[O-])cc2)n1-c1ccccc1)C(=O)O (configuration not stated)	-41	-1	6	-6	-2	-15	0	-5	-2.1	4
COc1cccc(-c2nnc(-c3ccc(C(F)(F)F)cc3)o2)c1	24	-6	-18	18	.	-13	-1	2	-1.3	-5
CCC(Sc1ccc2nnc(-c3ccc(F)cc3)n2n1)C(=O)OC (configuration not stated)	-5	1	8	-8	2	11	2	-1	-0.8	4
O=[N+]([O-])c1ccc(C=NNC(=S)NN=Cc2ccc([N+](=O)[O-])cc2)cc1	-17	2	-20	20	-2	-5	1	-3	-0.2	2
CCN(CC)S(=O)(=O)c1ccc(NC(=O)COc2cccc(-n3cnnn3)c2)cc1	4	-2	-56	56	-11	-18	-1	10	-1.1	4
CCN(CC)CCNC(=O)c1cn(C)c2ccc(S(=O)(=O)N(C)C3CCCCC3)cc2c1=O	-24	.	2	-2	0	4	-2	-10	-0.9	2
O=C(COC(=O)CCNS(=O)(=O)c1ccccc1)NNC(=O)c1ccccc1	-17	7	10	-10	2	-12	-6	-2	-1.5	2
Cc1c(NC(=O)c2ccc(Cl)nc2)cccc1-c1nc2cccnc2s1	0	0	.	.	-11	6	-4	.	-3.3	-5
Cc1cc(C)cc(-n2nnc(C(=O)NCc3ccco3)c2N)c1	.	-1	-27	27	.	-12	0	-5	-1.7	-6
CCCS(=O)(=O)N1CCC(C(=O)Oc2ccc(OC)cc2)CC1	-5	30	18	-18	7	-1	-1	-1	.	1

In the list so far, these have fluorine.
SMILES	PfHsp90 set2	NSD2 HMT inh	SR-BI DiI-HDL act	SR-BI HDL uptake	MITF TRPM1 HTS	PvdQ acylase	CAL PDZ FP-1	Rtt109 Vps75	CAL PDZ FP-2	dFosB act
COc1ccc2cnn(-c3ccc(OC(F)(F)F)cc3)c(=O)c2c1OC	7	-1	12	-12	.	4	-5	3	-0.3	-1
COC(=O)c1sccc1NC(=O)CSc1nnnn1-c1ccccc1F	9	25	-6	6	0	-5	-1	-2	-1.4	-8
COc1cccc(-c2nnc(-c3ccc(C(F)(F)F)cc3)o2)c1	24	-6	-18	18	.	-13	-1	2	-1.3	-5
CCC(Sc1ccc2nnc(-c3ccc(F)cc3)n2n1)C(=O)OC (configuration not stated)	-5	1	8	-8	2	11	2	-1	-0.8	4

The list continues.
SMILES	PfHsp90 set2	NSD2 HMT inh	SR-BI DiI-HDL act	SR-BI HDL uptake	MITF TRPM1 HTS	PvdQ acylase	CAL PDZ FP-1	Rtt109 Vps75	CAL PDZ FP-2	dFosB act
Cc1ccc(S(=O)(=O)NCc2ccccc2)cc1C(=O)N1CCN(S(=O)(=O)c2ccccc2)CC1	.	0	36	-36	0	-11	-4	6	-2.2	-4
CCOc1ccc(S(=O)(=O)N2CCC(C(=O)N3CCOCC3)CC2)cc1C	-5	-1	.	.	-16	-12	0	-15	-0.6	-1
COCCNC(=O)COC(=O)c1nsc(Cl)c1Cl	-19	2	-9	9	9	-12	-1	4	0.1	-3
Cc1ccc(C(=O)Nc2ccccc2SCC2CSc3nc4ccccc4c(=O)n32)cc1 (configuration not stated)	-6	-2	-13	13	7	-6	-1	-2	-1.9	-4
CCN(c1cccc(C)c1)C(C(=O)Nc1ccc(OC)cc1)c1cc2c(cc1[N+](=O)[O-])OCO2 (configuration not stated)	1	1	13	-13	3	-17	.	-1	-1.0	-5
Cc1ccc(NC(=O)/C(C#N)=C/c2ccc(C)s2)c(C)c1	9	1	.	.	42	-9	-4	-3	-1.2	17*
COC(=O)C1C(=O)c2c([nH]c(C(=O)OCCSC)c2C)CC1C (configuration not stated)	-10	.	-24	24	92*	-8	-5	1	-0.4	-7
O=C(COc1ccccc1)N1CCN(S(=O)(=O)Cc2ccccc2)CC1	48	-1	-12	12	2	-15	1	3	-0.8	-7
CSc1ccccc1NC(=O)CN(C)C(=O)c1ccc2c(c1)OCCO2	.	-1	5	-5	10	-3	-1	-9	-4.0	-1
CC(=O)N/C(=C\c1ccccc1)C(=O)OC(C)C(=O)Nc1ccccc1F (configuration not stated)	-15	1	6	-6	.	-6	-1	0	0.4	-3
O=C(c1cc(-c2ccccc2)on1)N1CCCCCC1	4	-1	.	.	141*	1	0	9	-1.3	2
CN(C(=O)c1ccc2c(c1)OCO2)C1(C)CCS(=O)(=O)C1 (configuration not stated)	29	-1	25	-25	1	8	6	2	-0.5	1
CN(Cc1cc2ccccc2[nH]c1=O)S(C)(=O)=O	.	1	4	-4	.	5	4	.	-2.3	10
COc1ccc(Cc2nnc(NC(=O)C(C)C)s2)cc1	23	-1	27	-27	.	-18	.	-6	0.3	-3
Cn1c(SCC(=O)N2CCc3ccccc32)nnc1C1CC1	6	-3	4	-4	-1	-9	-3	-6	-3.8	-5
COc1ccc(CCNC(=O)c2cc3c(=O)n4ccccc4nc3n(CC3CCCO3)c2=N)cc1 (configuration not stated)	-15	.	-5	5	14	-6	2	-3	-0.3	-2
Cc1nnc(CN(C)C(=O)c2cc(COc3ccc(F)cc3Cl)on2)o1	-15	-1	0	0	48	5	-1	-4	-2.4	0
CC1Sc2ccc(S(=O)(=O)N3CCC(C(=O)N4CCN(C)CC4)CC3)cc2NC1=O (configuration not stated)	-17	-1	28	-28	3	8	5	4	-2.2	-6
CC(Cl)C(=O)N1c2ccccc2CCc2ccccc21 (configuration not stated)	8	-1	-23	23	.	-6	-4	-4	-0.2	0
O=C(NC1CCCc2ccccc21)c1ccccc1 (configuration not stated)	-15	0	-21	21	4	-5	-2	-8	0.0	-4
O=C(COC(=O)C1CC1)Nc1ccc(Cl)cc1Cl	-1	-2	-3	3	8	-17	.	1	-0.6	7
O=C(CCC1CCCN(Cc2cccc3c2OCO3)C1)NCc1ccc(F)c(F)c1 (configuration not stated)	11	3	-5	5	-11	-25	-4	-5	0.5	-6
COc1cccc([C@@H]2CC=C(C(=O)O)[C@H](c3ccccc3F)N2S(=O)(=O)c2ccc(C)cc2)c1	-18	.	12	-12	8	-8	3	0	-8.4	-8
Cc1nnc(SCC(=O)N2CCCCC2)s1	4	2	0	0	25	5	-1	0	.	3
Clc1cccc(-c2ccc(CNCCCN3CCOCC3)o2)c1	17	2	8	-8	36	-6	-4	0	-3.7	3
Carrying on.
SMILES	PfHsp90 set2	NSD2 HMT inh	SR-BI DiI-HDL act	SR-BI HDL uptake	MITF TRPM1 HTS	PvdQ acylase	CAL PDZ FP-1	Rtt109 Vps75	CAL PDZ FP-2	dFosB act
Cc1ccc(COc2ccc3c(c2)OCO3)cc1	3	4	-3	3	60	-13	40*	-11	-1.1	6
COCCNC(=S)N/N=C(\C)c1ccc(O)cc1	19	-1	-12	12	-3	-3	1	4	-3.8	-26
CCc1nnc(NC(=O)CSc2nnc(CNc3ccc(C)cc3)n2C)s1	3	-3	25	-25	19	3	.	11	-1.6	2
O=C(N/N=C/c1cccc(Br)c1)c1ccc(N2CCCC2=O)cc1	12	-3	-34	34	12	-10	-1	-1	-1.4	87*
O=C(c1cccnc1)N1c2ccccc2Sc2ccccc21	5	-1	-16	16	-13	-23	3	0	-0.2	-9
Cc1ccc(S(=O)(=O)N(C)C)cc1NC(=O)COC(=O)C1COc2ccccc2O1 (configuration not stated)	0	2	0	0	-3	5	.	-2	-1.0	2
O=c1c2ccccc2nc(SCc2ccc([N+](=O)[O-])cc2)n1CCCO	-20	8	-4	4	4	-4	0	2	-2.1	-4
CC(C)=CCc1c(C)nc2ccccc2c1C(=O)O	2	-1	45	-45	-3	-2	-3	-6	-1.3	5
O=c1c(-c2ccc3c(c2)OCCO3)coc2c(CN3CCOCC3)c(O)ccc12	-32	1	-5	5	49	-14	2	-6	-0.1	-3
O=C(NCCc1ccccc1)C1CCN(c2ncccn2)CC1	42	-2	-10	10	25	-17	0	-2	-3.7	-5
O=C(Nc1nccs1)NC1CCCCC1	-2	-1	4	-4	.	28	0	-7	-1.2	-3
Cc1scc(C(=O)N/N=C/c2ccco2)c1C	66	-1	9	-9	46	-9	1	-22	-1.5	-1
Cc1ccc(SCc2noc(C(=O)NC(C)C)c2C(=O)O)cc1C	20	.	2	-2	14	-19	-7	2	-1.8	3
CC(=O)C1=C(C)Nc2ncnn2C1c1cccc(O)c1 (configuration not stated)	-14	0	-7	7	3	-8	-4	-6	0.0	1
COCCn1c(CN2CCN(C(=O)c3ccco3)CC2)nc2c1c(=O)n(C)c(=O)n2C	6	-5	9	-9	1	16	-1	0	-0.4	-1
CCC(CC)C(=O)NCCc1cc2ccc(C)cc2[nH]c1=O	-6	.	30	-30	1	8	.	2	-0.5	-3
Cc1ccc(OCCN2C(=O)c3ccccc3C2=O)c([N+](=O)[O-])c1	-29	-1	-19	19	-14	-9	-6	0	-2.9	-3
